NSD2 inh – NSD2 histone methyltransferase inhibitors, primary screen, biochemical, AlphaScreen, single concentration, set 2; inhibition, % at 12.5 µM; AID 743445, 2014; actives 0.54% (n = 310,000); NSD2 peptide methylation, 120 min; Histone-lysine N-methyltransferase NSD2 (Homo sapiens), O96028; in the data active = inhibition above about 50%
Target sequence (O96028 whole entry, looked up): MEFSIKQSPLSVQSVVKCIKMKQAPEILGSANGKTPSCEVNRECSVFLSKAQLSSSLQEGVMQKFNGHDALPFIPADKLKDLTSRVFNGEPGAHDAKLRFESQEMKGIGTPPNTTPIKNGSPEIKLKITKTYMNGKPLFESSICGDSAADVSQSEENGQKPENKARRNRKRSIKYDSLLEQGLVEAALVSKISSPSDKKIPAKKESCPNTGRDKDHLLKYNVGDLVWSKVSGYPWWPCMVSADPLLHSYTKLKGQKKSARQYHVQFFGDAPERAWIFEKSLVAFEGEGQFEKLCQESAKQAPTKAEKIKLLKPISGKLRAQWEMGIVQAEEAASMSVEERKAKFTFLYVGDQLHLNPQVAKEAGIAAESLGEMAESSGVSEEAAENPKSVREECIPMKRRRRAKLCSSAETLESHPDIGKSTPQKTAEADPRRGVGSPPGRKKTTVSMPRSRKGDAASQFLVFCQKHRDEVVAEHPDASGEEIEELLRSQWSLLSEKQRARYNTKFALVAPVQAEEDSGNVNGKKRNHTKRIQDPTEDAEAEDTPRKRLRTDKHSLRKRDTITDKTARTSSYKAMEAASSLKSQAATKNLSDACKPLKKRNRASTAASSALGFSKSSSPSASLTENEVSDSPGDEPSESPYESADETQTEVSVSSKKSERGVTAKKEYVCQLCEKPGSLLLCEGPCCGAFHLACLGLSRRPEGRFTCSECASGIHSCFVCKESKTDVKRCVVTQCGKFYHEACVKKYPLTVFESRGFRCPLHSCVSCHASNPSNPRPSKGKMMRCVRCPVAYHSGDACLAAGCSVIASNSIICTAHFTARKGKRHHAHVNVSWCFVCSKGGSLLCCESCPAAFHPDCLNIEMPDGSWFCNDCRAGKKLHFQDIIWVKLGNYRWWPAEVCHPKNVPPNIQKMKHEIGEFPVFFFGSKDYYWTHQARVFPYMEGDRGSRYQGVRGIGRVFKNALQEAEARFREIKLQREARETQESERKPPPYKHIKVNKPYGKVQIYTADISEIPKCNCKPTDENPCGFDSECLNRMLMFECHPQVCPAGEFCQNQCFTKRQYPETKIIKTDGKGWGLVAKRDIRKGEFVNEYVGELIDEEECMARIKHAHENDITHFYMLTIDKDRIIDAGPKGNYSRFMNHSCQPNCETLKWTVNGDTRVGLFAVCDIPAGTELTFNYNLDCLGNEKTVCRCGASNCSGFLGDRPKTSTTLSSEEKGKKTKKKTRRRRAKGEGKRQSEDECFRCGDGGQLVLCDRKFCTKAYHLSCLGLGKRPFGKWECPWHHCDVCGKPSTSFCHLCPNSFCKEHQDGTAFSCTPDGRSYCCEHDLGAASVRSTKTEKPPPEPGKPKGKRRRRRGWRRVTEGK
Wnt bcat act – Wnt/beta-catenin pathway activators, primary screen, cell-based, plate reader, single point; Wnt/beta-catenin reporter cell assay, activator; activation, % at 9.35 µM; actives 1.2% (n = 300,000); in the data active = activation above about 30%, passing the limit was not always enough;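 note: 0% = neutral control wells and 100% = positive control wells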
Numbers without * were called inactive. Not all compounds are listed; the hit share may differ from the screen's.

SMILES	NSD2 inh	Wnt bcat act
COc1ccc(/C=N/NC(=O)c2ccncc2)cc1COc1ccc(NC(C)=O)cc1	-5	-2
CC(C)C(=O)N1CCC1(C)C(=O)Nc1ccc(-n2cncn2)cc1 (centres undefined)	2	0
CC(=O)NCCNc1nc2cc(-c3cccc(Cl)c3)sc2c(=O)n1C	0	0
CCNC(=O)C1CCCN(C(=O)c2cccc(C#N)c2)CC1 (centres undefined)	2	-1
Cc1cc(F)ccc1C(O)c1ncc(-c2cccc(OCc3ccccc3)c2)[nH]1 (centres undefined)	0	-4
COCCNC(=O)C1(C)CCCN(C(=O)c2cccc3ccccc23)C1 (centres undefined)	-2	1
Cn1nccc1-c1coc2c(C(=O)NCc3ccccc3)cccc12	1	1
CCNC(=O)Nc1ccc2c(c1)c(=O)n(C)n2CC=C(C)C	2	2
O=C(NCC(=O)N1CCCC1)NN=Cc1ccccc1O	8	-1
CCN(CC)CCn1c(=S)[nH]c2cc(C(=O)N3CC=C(c4ccccc4)CC3)ccc2c1=O	8	-1
CC(=O)c1cccc(NC(=O)C2(C)Cc3c(-c4cccc(C(F)(F)F)c4)ccnc3O2)c1 (centres undefined)	-6	-3
CC1(C(=O)NCc2ccccc2Br)CCN1Cc1csc2ccccc12 (centres undefined)	-6	-2
CCOC(=O)Cc1csc2nc(-c3ccccc3)cn12	-1	9
Nc1nc2c(nnn2C2CC(O)C(CO)O2)c(=O)[nH]1 (centres undefined)	2	-2
O=C(Nc1ccccc1)c1cc(C2CCCCN2S(=O)(=O)c2cccs2)on1 (centres undefined)	-2	28
O=C(CCCCCn1c(=O)[nH]c2ccccc2c1=O)NC1CCCC1	-1	-1
Cc1sc2nc(CN3CCC(C)CC3)nc(Cl)c2c1C	7	-1
O=C(Nc1ccccc1Oc1ccccc1)[C@@H]1O[C@H](CO)[C@H](O)[C@H](O)[C@H]1O	6	1
COc1ccc(S(=O)(=O)NCc2ccc(C(=O)NCc3cccnc3)cc2)cc1	34	-1
CCCN1C(=O)c2[nH]nc(-c3ccccc3)c2C1c1ccc(C)cc1 (centres undefined)	1	-2
COc1ccc(C(C)=O)cc1CC1(C)C(=O)Nc2ccc(OC(F)(F)F)cc21 (centres undefined)	4	2
COc1ccc(-c2csc(C(C)(O)c3cccnc3)n2)cc1 (centres undefined)	1	0
Cc1nc(C(F)(F)F)ccc1C(=O)N1CCCC(C(=O)O)CC1 (centres undefined)	-2	-1
Cc1ccc(NC(=O)c2sc3nc(N4CCOCC4)c4c(c3c2N)CCCC4)cc1	2	0
CCc1nc2ccc(C(=O)NCc3ccccc3OC)cn2c1N(C)Cc1ccc(N(C)C)cc1	3	-3
CCNC(=O)C1(C)CCN1C(=O)Cc1ccc(C(C)C)cc1 (centres undefined)	0	-1
COCc1[nH]nc2c1C(c1ccc(C)cc1)N(c1ccc(OC)cc1)C2=O (centres undefined)	4	2
COCCNc1nc(Oc2ccc(Cl)c(Cl)c2)c2sccc2n1	-1	-8
CS(=O)(=O)Nc1cccc(NC(=O)C2Cc3c(-c4cccc(F)c4)ccnc3O2)c1 (centres undefined)	-5	-2
COC(=O)c1cc2c(c3c4cc(F)ccc4n(S(=O)(=O)c4ccccc4)c13)C(=O)N(Cc1ccccc1)C2	-3	-4

Ordered by molecular weight (ascending): six of the compounds above
SMILES	NSD2 inh	Wnt bcat act
O=C(NCC(=O)N1CCCC1)NN=Cc1ccccc1O	8	-1
Cc1sc2nc(CN3CCC(C)CC3)nc(Cl)c2c1C	7	-1
CC(C)C(=O)N1CCC1(C)C(=O)Nc1ccc(-n2cncn2)cc1 (centres undefined)	2	0
COCc1[nH]nc2c1C(c1ccc(C)cc1)N(c1ccc(OC)cc1)C2=O (centres undefined)	4	2
O=C(Nc1ccccc1Oc1ccccc1)[C@@H]1O[C@H](CO)[C@H](O)[C@H](O)[C@H]1O	6	1
Cc1ccc(NC(=O)c2sc3nc(N4CCOCC4)c4c(c3c2N)CCCC4)cc1	2	0

Shown field by field: 3 of the compounds above.
O=C(Nc1ccccc1Oc1ccccc1)[C@@H]1O[C@H](CO)[C@H](O)[C@H](O)[C@H]1O
  NSD2 inh = 6	Wnt bcat act = 1
COc1ccc(S(=O)(=O)NCc2ccc(C(=O)NCc3cccnc3)cc2)cc1
  NSD2 inh = 34	Wnt bcat act = -1
CCCN1C(=O)c2[nH]nc(-c3ccccc3)c2C1c1ccc(C)cc1 (centres undefined)
  NSD2 inh = 1	Wnt bcat act = -2

Continued:
SMILES	NSD2 inh	Wnt bcat act
Cc1ccccc1CNC(=O)c1csc([C@H]2C[C@H](O)[C@@H](CO)O2)n1	-2	-1
O=C(Nc1nnc([C@@H]2C[C@H](O)[C@@H](CO)O2)s1)NC1CCCCC1	-3	0
CC1(Cc2c(Cl)cccc2Cl)C(=O)Nc2cc(-c3ccccc3Cl)ccc21 (centres undefined)	-1	-1
OC[C@H]1O[C@@H](c2nc(-c3nc(-c4ccc(F)cc4)no3)cs2)[C@H](O)[C@@H](O)[C@H]1O	-3	7
COc1ccc(NC(=O)c2cc(-c3cc(C)cc(F)c3)n[nH]2)cc1OC	-5	1
Cc1cccc(C=NNc2cc(C)c3cccc(C)c3n2)n1	5	-2
CN(C)c1ncnc2c1ncn2[C@H]1CN(Cc2cccs2)C[C@@H](CO)O1	11	-1
COc1ccccc1CNc1nc(Nc2ccccc2Cl)c2sccc2n1	-3	-2
N#Cc1ccc(C(=O)N2CCCC(c3cc(C(=O)NCc4cccnc4)no3)C2)cc1 (centres undefined)	-3	-2
COc1ccc(-c2csc(C(C)(NC(C)=O)c3ccccc3)n2)cc1 (centres undefined)	-6	0
Cc1cc(C(=O)N2CCC2(C)C(=O)Nc2ccc3[nH]ncc3c2)nn1C (centres undefined)	-2	-2
Nc1ccc2nc(-c3ccc(-c4nc5ccc(N)cc5[nH]4)cc3)[nH]c2c1	18	5
CCNC(=O)N(C)c1c(CC)nc2ccc(C(=O)N3CCN(C(=O)c4ccco4)CC3)cn12	-2	0
CCCCNC(=O)c1ccc2nc(CC)c(N(CCC(C)C)CCN(C)C)n2c1	1	0
CCNC(=O)C1(C)CCCN(Cc2csc(-c3ccccc3)n2)C1 (centres undefined)	-2	1
COc1cc(C(O)c2nc(-c3cccc(C#N)c3)cs2)ccc1F (centres undefined)	1	-2
CC(C)c1ccc(NC(=O)C2(C)Cc3c(-c4ccc(C(N)=O)cc4)ccnc3O2)cc1 (centres undefined)	0	-4
CCC(=O)N1CCC1(C)C(=O)Nc1nccs1 (centres undefined)	0	0
CN(C)CCNC(=O)c1ccc(-c2cn3c(-c4ccc(Oc5ccccc5)cc4)cnc3cn2)cc1	2	-1
COc1cccc(Cn2c(C(C)n3c(-c4cnccn4)nc4ccccc43)nc3ccccc32)c1 (centres undefined)	-1	-8
O=C(Nc1nccs1)c1ccc2sc([C@H]3C[C@H](O)[C@@H](CO)O3)nc2c1	0	27
Cn1cccc1/C=N/NC(=O)c1sc2cc(Cl)ccc2c1Cl	-1	6
CCn1cc(C(=O)N2CCCC(C(=O)c3cccc(C(F)(F)F)c3)C2)cn1 (centres undefined)	-1	-1
COc1cccc(OC)c1-c1cnc(NC(C)=O)cn1	0	4
Cc1ccccc1S(=O)(=O)NC(=O)C1(C)CCN1C(=O)CC(c1ccccc1)c1ccccc1 (centres undefined)	12	-1
CCCCC(=O)N(C)c1c(CC)nc2c(OCC(=O)N(C)C)cccn12	0	-1
CCCCNC(=O)C1(C)CCN1C(=O)c1cccc(OC(F)(F)F)c1 (centres undefined)	-1	-1
CCc1ccc(OC2(C)CCN(CCOc3ccc(C)cc3)C2)cc1 (centres undefined)	0	-2
Cc1noc(C)c1-c1ccc(C(=O)N2CCN(C)CC2)c2occc12	2	-1
CC(C)N(Cc1ccccc1)S(=O)(=O)c1n[nH]c(C(C)(C)C)n1	1	-4
Cc1[nH]c2ccccc2c1C(=O)c1cc([C@H](NC(=O)OC(C)(C)C)C(C)C)sc1N	2	-1
COc1ccc(C(C(=O)c2ccccc2)c2ccccc2)cc1 (centres undefined)	-2	1
Cc1cc(C)c(NS(=O)(=O)c2ccc(NC(=O)/C=C/C(=O)O)cc2)c(C)c1	0	0
CC(C)CNc1ncnc2c1ncn2[C@H]1CN(Cc2ccc(-c3ccccc3)cc2)C[C@@H](CO)O1	-1	-3
O=C(Cc1cccs1)NCCS(=O)(=O)N1CCN(c2ccccc2)CC1	2	-3
CCCC(=O)N1CCCC1(C)C(=O)NCc1ccc(SC)cc1 (centres undefined)	-2	-4
CCCCN(C=O)c1c(CC)nc2ccc(C(=O)N3CCCCC3)cn12	-1	-3
CC(=O)OC[C@@H]1CN(Cc2ccccc2)C[C@H](n2cnc3c(NC4CCCC4)ncnc32)O1	6	-6
COc1cc(CN2C[C@@H](CO)O[C@@H](n3cnc4c(NC(C)C)ncnc43)C2)cc(OC)c1OC	6	-2
C#CCN1C(=O)[C@]2(OC[C@@H]3Cc4ccccc4[C@@H]3C=C2C)c2ccccc21	-3	-1
O=C(NNC(=O)c1cccs1)c1ccc([N+](=O)[O-])cc1	1	2
COc1cccc(-c2ccc3c(c2)N(Cc2cccc(F)c2)C(=O)C(C)S3)c1 (centres undefined)	-1	-1
CCc1nc2ccc(C(=O)NCc3ccc4c(c3)OCO4)cn2c1N(C)Cc1ccc(OC)cc1	-1	-8
CC(=O)C(=Cc1ccc(-c2ccccc2)cc1)C(=O)c1ccccc1	1	-2
CC1(C(=O)NS(=O)(=O)c2ccc(Cl)cc2)CCN1C(=O)c1ccc(C2CCCCC2)cc1 (centres undefined)	0	0
COc1ccc(C(c2c(O)nc[nH]c2=O)c2c(O)nc[nH]c2=O)cc1	13	-2
Cc1ccc(C(O)c2ncc(-c3ccccc3F)[nH]2)c(C)c1 (centres undefined)	11	-3
CC(C)c1ccc(CNC(=O)C2(C)CCCN2C)cc1 (centres undefined)	-1	-1
CCCS(=O)(=O)NC(=O)C1(C)CCCN(C(=O)c2cccc(OC(F)(F)F)c2)C1 (centres undefined)	-2	-3
COCCCNC(=O)c1ccc2sc([C@@H]3O[C@H](CO)[C@H](O)[C@H](O)[C@H]3O)nc2c1	0	-1
COc1ccc(NC(=O)c2ccc3c(SCC(=O)O)c4c(nc3c2)CCCC4)cc1Cl	0	-2
CCOC(=O)C1(C)CCN1C(=O)c1ccccc1Br (centres undefined)	-2	-4
Cn1nc(C(C)(C)C)cc1C(=O)N1CCCCC1c1cc(C(=O)Nc2ccc3c(c2)OCO3)no1 (centres undefined)	1	-1
OC(c1cccc(Cl)c1)c1nc(-c2csc3ccccc23)cs1 (centres undefined)	-4	0
CCCS(=O)(=O)NC(=O)C1(C)CCN(C(=O)c2c(C)noc2C)C1 (centres undefined)	-2	1
NC(CO)c1csc(Nc2ccc(C(F)(F)F)cn2)n1 (centres undefined)	2	0
CC1(C(=O)NCc2ccccc2)Cc2c(-c3cccc(C(F)(F)F)c3)ccnc2O1 (centres undefined)	-33	-1
CNc1ccc(Cl)cc1S(=O)(=O)c1ccccc1[N+](=O)[O-]	-3	-2
COc1cc(C(O)c2nc(-c3cccc(F)c3)cs2)ccc1F (centres undefined)	26	0
Cc1noc(C)c1C(=O)N1CCC1(C)C(=O)NS(=O)(=O)c1cccc(F)c1 (centres undefined)	-2	1

Carrying on.
SMILES	NSD2 inh	Wnt bcat act
Cc1ccc(C(O)c2ncc(-c3cccc4ccccc34)[nH]2)c(C)c1 (centres undefined)	2	-1
COc1ccc(OC)c(C=NNC(=O)c2ccc(NS(=O)(=O)c3cccs3)cc2)c1	0	-4
Cc1ccc(NC(=O)C2(C)CCN2C(=O)CCC2CCCC2)cc1C (centres undefined)	-3	-2
COC(=O)c1ccc(Cn2c(C)c(C(=O)NCc3cccs3)sc2=O)o1	-1	-1
CC(=O)Nc1cc(-c2ccccc2N(C)C)cn2c(-c3ccc(F)c(Cl)c3)cnc12	2	-1
Cc1ccc(S(=O)(=O)NC(=O)C2(C)CCN2C(=O)Cc2cccs2)nc1 (centres undefined)	4	0
O=C(Nc1cccc2c(=O)[nH][nH]c(=O)c12)c1ccc([N+](=O)[O-])cc1	4	7
Cn1cnc(S(=O)(=O)N2CCCCC2c2cc(C(=O)Nc3cccc4c3CCCC4)no2)c1 (centres undefined)	1	-3
Cn1c(/N=C/c2cc(Cl)ccc2O)nc2ccccc21	-3	-2
CCOC(=O)C1(C)CCN1C(=O)c1cncc(Br)c1 (centres undefined)	-6	-3
COCCNC(=O)C1CCCN(C(=O)c2sccc2C)CC1 (centres undefined)	-1	3
COc1ccc(-c2cc(NC=O)c3ncc(-c4cccc(C(=O)N(C)C)c4)n3c2)c(OC)c1	2	9
CN(C)CCNC(=O)c1cccc(-c2cnc3c(NC=O)cc(-c4ccccc4F)cn23)c1	4	-4
CC1(C(=O)NS(=O)(=O)c2cccc(F)c2)CCN1C(=O)CCC1CCCC1 (centres undefined)	-5	-1
CCCCNC(=O)C1(C)CCCCN1C(=O)c1ccc(F)c(C)c1 (centres undefined)	1	-1
CCc1nc2c(OCc3cc(Cl)cc(Cl)c3)cccn2c1N(C)C(=O)CC(C)C	4	-4
CC(C)c1ccc(CC(=O)N2CCC2(C)C(=O)NS(=O)(=O)c2ccc(F)cc2F)cc1 (centres undefined)	-1	-2
COc1cccc(CNC(=O)C2(C)CCCCN2C)c1 (centres undefined)	-1	-1
Cc1ccccc1C(=O)Nc1nnc([C@@H]2C[C@H](O)[C@@H](CO)O2)s1	-1	0
COCOc1cccc(CN2CCC2(C)C(=O)Nc2ccc(OC)c(OC)c2)c1 (centres undefined)	4	-3
CC1(C(=O)NCc2cccs2)CCN1C(=O)Cc1ccc(Cl)cc1Cl (centres undefined)	1	-5
COC(=O)C1(C(=O)OC)c2ccccc2N(S(=O)(=O)c2ccc(C)cc2)C1CC(=O)c1ccccc1 (centres undefined)	-1	-6

Compounds from the list above that have an aryl thioether with sulfur outside any ring:
SMILES	NSD2 inh	Wnt bcat act
CCCC(=O)N1CCCC1(C)C(=O)NCc1ccc(SC)cc1 (centres undefined)	-2	-4
COc1ccc(NC(=O)c2ccc3c(SCC(=O)O)c4c(nc3c2)CCCC4)cc1Cl	0	-2

Compound activity as filed in PubChem BioAssay.
